Bioassay records as filed in PubChem.
MEX-5 binding = C. elegans MEX-5 TCR-2 RNA binding activity | hit rate 0.38% among 300,000 | AID 1832 | activity score (negative = inhibition of binding), % at 10 µM | MEX-5/FITC-TCR2 RNA binding, fluorescence polarization; stronger effect = lower value | Q9XUB2;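 active = inhibition past about -25% in most replicates, and total fluorescence under double the plate's negative control median, limit read from the data; inconclusive = replicates evenly split on the limit, or fluorescence at least double controls; inactive = too little inhibition in most replicates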;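 note: 0% = DMSO and -100% = 5 µM competing unlabeled TCR2 RNA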
BCLXL inh = inhibitors of human Bcl-xL; Q07817; GST-Bcl-xL / FITC-Bim BH3 peptide fluorescence polarization; inhibition, % at 10.9 µM; hit rate 0.7% among 320,000;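 active = inhibition above the mean of all tested compounds plus 3 SD, cutoff set per campaign, cut at about 30% in these data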;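 note: 0% = DMSO wells and 100% = unlabeled Bim-BH3 peptide competitor; inhibitors lower millipolarization by displacing the labeled peptide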
GRK2 inh = human GRK2 inhibition via aptamer displacement; P25098; bead flow cytometry, FAM-aptamer displacement from GRK2; inhibition of aptamer binding, % at 10 µM; hit rate 0.59% among 330,000;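 active = inhibition of aptamer binding above 40%, roughly 3 SD of noise, on plates passing a quality check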;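 note: median bead fluorescence of bound FAM aptamer so fluorescent compounds give negative values; no value below 0 was filed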
MCL1-BIM inh = inhibitors of human MCL1 binding to BIM-BH3 peptide; inhibition, % at 10.9 µM; hit rate 0.68% among 320,000; Q07820; GST-MCL1 / FITC-Bim-BH3 fluorescence polarization;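 active = inhibition above the mean inhibition of all tested compounds plus 3 SD, set per campaign, cut at about 40% in these data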;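 note: 0% = DMSO wells and 100% = unlabeled Bim-BH3 peptide control; higher means more loss of mP so more displacement of Bim peptide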
Target sequence (Q07820 whole entry, looked up): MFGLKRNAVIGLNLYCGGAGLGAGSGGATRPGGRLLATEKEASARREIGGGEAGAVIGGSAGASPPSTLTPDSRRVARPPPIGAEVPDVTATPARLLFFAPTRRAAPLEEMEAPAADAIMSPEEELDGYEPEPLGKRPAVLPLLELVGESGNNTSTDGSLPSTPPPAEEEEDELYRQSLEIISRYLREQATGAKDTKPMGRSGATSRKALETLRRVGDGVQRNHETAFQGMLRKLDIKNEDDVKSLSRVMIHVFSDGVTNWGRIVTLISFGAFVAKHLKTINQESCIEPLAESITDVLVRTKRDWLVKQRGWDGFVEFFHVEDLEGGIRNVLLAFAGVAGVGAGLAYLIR
VLA-4 inh = inhibition in a human VLA-4 binding assay. VLA-4 expressing cells, ligand binding flow cytometry. hit rate 0.2% among 330,000. inhibition, % (about 7 µM as worked out from the volumes in the protocol). P13612; in the data active = inhibition above about 50%
Fam108B counter = Fam108B inhibition, counter-screen for RBBP9 inhibitors | recombinant Fam108B, FP-Rh probe fluorescence polarization | inhibition, % at 9.51 µM | hit rate 0.33% among 300,000 | AID 1947;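 active = inhibition above the screen mean inhibition plus 3 SD, computed separately per campaign, cut at about 18% in these data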;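 note: inhibitors lower polarization as less probe binds the enzyme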
AGP1-GFP MLPCN = modulators of TOR pathway AGP1-GFP in S. cerevisiae | S. cerevisiae AGP1-GFP multiplex flow cytometry, 3 h; GFP as percent of DMSO wells | GFP response vs DMSO, % at 10 µM | hit rate 0.02% among 320,000;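 active = GFP response relative to DMSO above a set limit, near screen average plus 3 SD, cut at about 150% in these data; inconclusive = fewer than 70 cells counted for the yeast strain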;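 note: median GFP channel fluorescence of the gated AGP1 strain per well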
CIT2 TOR yeast = alters CIT2-GFP fluorescence in TOR pathway yeast screen. S. cerevisiae CIT2-GFP strain, flow cytometry, 3 h; 100 means same as DMSO wells. GFP response vs DMSO, % at 10 µM. hit rate 0.065% among 320,000. AID 2029;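 active = GFP response relative to DMSO above a set limit, near the screen mean plus 3 SD, cut at about 150% in these data; inconclusive = Fewer than 70 cells measured for a yeast strain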;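 note: ratio of well median GFP fluorescence to mean of DMSO wells on the plate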
GLD-1 TGE inh = GLD-1-TGE RNA interaction inhibition (C. elegans); hit rate 0.44% among 320,000; purified GLD-1 + fluorescein TGE RNA, fluorescence polarization; inhibition, % at 5.96 µM;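 active = percent inhibition above a per-plate cutoff, the plate mean of test compounds plus 3 SD, cut at about 30% in these data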;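 note: 0% = DMSO wells with GLD-1 and probe and 100% = wells lacking GLD-1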
Target sequence (Q17339 whole entry, looked up): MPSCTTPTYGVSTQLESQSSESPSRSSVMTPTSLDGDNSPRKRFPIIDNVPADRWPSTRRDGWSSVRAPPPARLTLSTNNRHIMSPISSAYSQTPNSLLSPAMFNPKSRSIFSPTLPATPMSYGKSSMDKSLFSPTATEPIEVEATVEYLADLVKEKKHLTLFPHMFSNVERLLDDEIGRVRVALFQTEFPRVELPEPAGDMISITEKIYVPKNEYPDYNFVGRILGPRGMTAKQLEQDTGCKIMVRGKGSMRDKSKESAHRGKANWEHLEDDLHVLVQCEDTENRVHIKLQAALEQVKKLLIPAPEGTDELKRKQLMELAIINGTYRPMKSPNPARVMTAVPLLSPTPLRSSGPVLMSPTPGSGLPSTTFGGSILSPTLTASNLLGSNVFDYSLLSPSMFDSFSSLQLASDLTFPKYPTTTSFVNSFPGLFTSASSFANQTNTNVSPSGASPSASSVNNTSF
* = called active by the depositor; ? = inconclusive; . = not tested or not shown.

entry	canonical_smiles	Fam108B counter	CIT2 TOR yeast	MCL1-BIM inh	VLA-4 inh	AGP1-GFP MLPCN	BCLXL inh	MEX-5 binding	GLD-1 TGE inh	GRK2 inh
1	COc1ccc(NC(=O)c2ccc(C)cc2)c[n+]1[O-]	.	96	.	3	97	.	1.1	.	1
2	O=C(O)CSc1nc2ccccc2n1-c1ccccc1	-6	96	-12	4	100	-3	1.4	0	6
3	Cn1c(N)c(C(=O)COC(=O)Cc2cccc(C(F)(F)F)c2)c(=O)n(C)c1=O	.	92	.	3	96	.	.	6	0
4	CCOc1ccc(C(=O)COC(=O)CNC(=O)C2CCCCC2)cc1	.	108	3	-2	99	2	.	-2	0
5	COc1ccc(C2CC(C)(c3ccc(OC)cc3OC)Nc3ccccc3N2)c(OC)c1 (centres undefined)	1	90	2	13	98	-1	-0.6	-9	0
6	CCSc1nc2c(c(=O)[nH]c(=O)n2C)n1C/C=C(/C)Cl	4	106	17	-13	97	7	.	1	2
7	O=C(NNC(=O)c1ccc(O)cc1O)c1ccc(Cl)cc1	1	97	-1	3	104	-1	-8.9	-4	0
8	CCOC(=O)C(C(=O)OCC)C(=O)c1cc(OC)c(OC)c(OC)c1	0	96	2	1	98	3	1.7	2	3
9	NC(=O)CC[C@@H]1NC(=O)[C@H](Cc2ccc(O)cc2)NC(=O)c2cc([N+](=O)[O-])cc(F)c2OCC[C@@H](C(N)=O)NC1=O	2	93	9	3	94	6	-4.6	0	2
10	COCCNC(=S)N(c1ccccc1)C(C)C	-5	107	6	9	107	4	1.5	-2	0
11	CC(C)NC[C@H](O)COc1ccc(CC(N)=O)cc1	-2	86	5	11	91	5	.	3	2
12	COc1ccc(Cl)cc1S(=O)(=O)n1cnc2ccccc21	-2	85	7	7	101	-2	1.3	3	2
13	CCOC(=O)C1CCCN(C(=O)COc2ccc(N(C)S(=O)(=O)c3ccc(F)cc3)cc2)C1 (centres undefined)	-1	103	4	-3	101	0	5.4	2	0
14	CCOC(=O)c1nc(N)c(=O)n(-c2ccc(C)cc2)n1	0	96	0	4	104	1	-1.9	-3	0
15	CCCc1nc2ccccc2c(C(=O)OC(C)C(=O)NCc2ccc3c(c2)OCO3)c1CC (centres undefined)	-3	95	1	18	106	4	1.4	-2	0
16	O=[N+]([O-])c1ccc(NCc2ccncc2)cc1	5	86	-5	3	87	1	-0.4	1	2
17	O=C1S/C(=C\c2ccc(N3CCOCC3)o2)C(=O)N1c1ccccc1	-34	103	-186	-1	100	-122	2.7	-51	0
18	O=C(NCc1cccnc1)C1CCCN(S(=O)(=O)c2ccccc2)C1 (centres undefined)	0	105	2	6	106	3	-0.1	3	0
19	Cc1cc(C)cc(NC(=O)COC(=O)c2n[nH]c3ccccc23)c1	-2	100	-7	-4	95	-3	1.0	-1	2
20	COc1ccc(OC)c(C2Nc3c(Cl)ccc(C(=O)O)c3C3C=CCC32)c1 (centres undefined)	4	84	26	-6	97	23	-3.2	9	2
21	Cc1cccc(C)c1OCCCn1ccnc1	-1	88	8	-7	85	2	-0.7	-3	0
22	Cc1ccc(S(=O)(=O)CCSc2ccc(C(F)(F)F)cn2)cc1	1	.	10	0	.	2	4.1	7	2
23	O=C(O)CCCC(=O)Nc1ccc(Cl)c(Cl)c1	-3	98	-6	23	99	-1	1.4	3	2
24	CN1CCN(c2ccc(-c3cccc(NC(=O)COc4ccc(Cl)cc4)c3)nn2)CC1	-5	100	-5	-11	105	-2	1.1	5	0
25	CCOC(=O)c1cc(-c2cccs2)nc2onc(C)c12	-2	86	6	1	84	3	0.6	-5	0

Next section.
entry	canonical_smiles	Fam108B counter	CIT2 TOR yeast	MCL1-BIM inh	VLA-4 inh	AGP1-GFP MLPCN	BCLXL inh	MEX-5 binding	GLD-1 TGE inh	GRK2 inh
26	CCC(=O)Nc1nc(C)c(-c2csc(Nc3cccc(O)c3)n2)s1	16	96	-5	0	94	2	1.9	3	0
27	CN(CCC#N)C(=O)COC(=O)c1ccc(Cl)c(S(N)(=O)=O)c1	-2	90	-4	4	101	-4	-0.6	0	0
28	Cc1cc(C(=O)N2CCOCC2)c(C)o1	7	119	3	6	120	3	-0.3	4	0
29	COc1ccc(C(=O)N2CCc3cc(OC)c(OC)cc3C2c2ccc(OC)c(OC)c2)cc1 (centres undefined)	4	98	2	22	85	3	-0.1	5	2
30	COCCN(C(=O)C1CCCC1)c1c(N)n(Cc2ccccc2)c(=O)[nH]c1=O	4	107	1	-37	102	1	2.0	6	2
31	CCN(C1CCCCC1)S(=O)(=O)c1ccc(-n2cnnn2)c(C)c1	-2	102	2	12	98	0	-2.4	5	1
32	CN[C@H](CC(=O)O)C(=O)O	0	82	-5	10	86	-2	-0.8	-2	4
33	Cc1cccc(OC(=O)c2cccnc2)c1	1	93	6	4	91	4	1.3	6	2
34	COc1ccc(Oc2c(-c3ccc(O)cc3O)n[nH]c2C)cc1	2	105	1	33	112	-2	0.3	2	1
35	O=C(NCC1COc2ccccc2O1)c1ccc(Cl)cc1 (centres undefined)	-2	72	4	-8	109	0	-2.4	2	2
36	CSc1nncc(/C(C)=N\Nc2ccccc2C)n1	-1	109	2	-2	98	4	-6.5	2	0
37	CCn1cc(C(=O)N[C@H](C)c2ccccc2)c(=O)c2cc(F)c(N3CCN(C)CC3)cc21	-1	101	-4	5	102	-3	3.5	-9	0
38	Cc1nccc(-c2cccc(N/N=C(\C#N)C(=O)c3ccccc3)c2)n1	5	90	1	15	90	12	1.8	1	1
39	COc1ccc(NC(=O)/C(C#N)=C/c2cc(C)n(-c3ccc(N4CCOCC4)c([N+](=O)[O-])c3)c2C)cc1	0	94	-2	-1	105	-2	-3.1	-3	1
40	Cc1ccc(C(=O)N2CCN(S(=O)(=O)N3CCCCC3)CC2)cc1	-1	77	1	-2	79	3	-15	4	3
41	CCOC(=O)c1cccc(NS(=O)(=O)c2ccc(NC(C)=O)cc2)c1	1	87	2	5	98	5	0.8	2	2
42	C/C(=N/NC(=O)CNC(=O)COc1cccc(C)c1)c1ccc(Cl)cc1	-4	103	-11	-7	103	-2	-1.1	3	0
43	O=C(CSC1=NCCS1)Nc1ccc(S(=O)(=O)NC2CCCCC2)cc1	3	104	7	2	114	0	-1.1	6	3
44	Cc1cc(=O)oc2cc(NC(=O)CCOc3ccccc3)ccc12	-12	?	-10	-2	?	-3	-1.0	4	0
45	O=[N+]([O-])c1ccc(NC(=S)NCc2ccncc2)cc1	-3	98	2	-9	102	4	0.3	2	1
46	COc1ccc(C2=NC(C)(C)Cc3cc(OC)c(OC)cc32)cc1	-1	102	-1	9	98	6	1.8	10	1
47	Cc1cccc(NC(=O)CSCC(=O)N(C)Cc2ccc(Cl)c(Cl)c2)c1	.	95	-2	13	102	0	.	7	2
48	O=C(NCc1ccco1)c1ccc(S(=O)(=O)N2CCCc3ccccc32)cc1	6	97	6	13	100	0	-2.0	3	0
49	O=C(O)CCn1cc(C(=O)O)c(-c2ccccc2)n1	-2	106	7	3	94	2	1.0	4	0
50	O=C1N[C@H](C(=O)O)CS1	1	110	6	54*	107	7	2.6	2	1

Remaining list, next part.
entry	canonical_smiles	Fam108B counter	CIT2 TOR yeast	MCL1-BIM inh	VLA-4 inh	AGP1-GFP MLPCN	BCLXL inh	MEX-5 binding	GLD-1 TGE inh	GRK2 inh
51	COCCNC(=O)COc1ccc(Nc2ccccc2)cc1	1	107	6	12	108	6	1.6	-3	0
52	CN1C(=O)c2ccc(NC(=O)c3ccc(Cl)cc3Cl)cc2C1=O	-3	104	5	-1	105	6	-3.0	-3	3
53	CCN1C(=O)N[C@@H](CCc2ccccc2)[C@H](C(=O)OC)[C@H]1C	2	101	-7	10	92	0	0.0	2	0
54	Cc1cc(C)n(C(=O)COc2ccccc2[N+](=O)[O-])n1	4	90	-1	-1	96	-2	0.7	9	1
55	Cc1ccc(NC(=O)C(c2ccccc2)N2CCN(CC(=O)NC3CC3)CC2)cc1 (centres undefined)	.	96	-4	-3	105	-2	.	4	0
56	Cc1ccc(N(Cc2ccccc2)C(=O)c2cccc(F)c2)cc1	.	89	.	-1	84	.	3.2	.	0
57	COc1ccc2c(Cl)c(-c3nnco3)sc2c1	3	84	-3	6	89	-4	-1.1	-7	1
58	COc1ccc(S(=O)(=O)NCc2ccc(C(=O)NCCCN3CCCC(C)C3)cc2)cc1 (centres undefined)	3	97	-1	22	102	0	-0.8	0	0
59	CC1Cc2ccccc2N1C(=O)CCNS(=O)(=O)c1ccc2c(c1)CCC(=O)N2 (centres undefined)	5	107	5	-1	102	6	1.2	-7	2
60	COc1ccc(N2CCN(C(=O)[C@@H](NC(=O)c3cc(OC)cc(OC)c3)C(C)C)CC2)cc1	-2	95	-2	11	95	0	0.0	-6	0
61	Cc1ccc(NC(=S)N(CCN(C)C)Cc2cc3cc(C)cc(C)c3[nH]c2=O)cc1	-4	98	-7	.	105	9	1.5	-3	0
62	Cc1ccc([C@@H]2[C@@H]3C(=O)N(C)C(=O)[C@@H]3[C@]3(C)C(=O)N(Cc4ccc(-c5ccccc5)cc4)CC(=O)N23)o1	2	115	8	-2	101	9	-0.4	6	2
63	CCOC(=O)c1ccccc1NCN1C(=O)CSC1=O	-2	98	3	3	97	-1	1.2	1	0
64	CSc1ncccc1C(=O)OCC(=O)c1ccc(Br)s1	-3	91	8	29	94	4	1.0	1	1
65	CN(C)/C=C/C(=O)c1ccc2noc(-c3ccc(F)cc3)c2c1	10	100	-2	4	79	1	-11	6	4
66	Cc1cccc(C)c1OCc1nnc(SCC(=O)Nc2cccc(C(=O)N3CCOCC3)c2)n1C	2	93	-8	9	98	-2	-0.8	4	3
